GLP-1R agonist: qHTS of GLP-1 Receptor Agonists | Glucagon-like peptide 1 receptor (Homo sapiens), P43220 | HEK293 GLP-1R CRE-luciferase, luminescence, 4-6 h; cells express a hypersensitive GLP-1R form | Potency, µM (series often up to 45.6 µM), without a hit: at the top dose activation, most hits filed as activators | actives 0.007% (n = 380,000) | AID 624172, 2012; also: potency is read from the fitted curve at half-maximal effect; % of control where 0% means no effect
Target sequence (P43220 whole entry, looked up): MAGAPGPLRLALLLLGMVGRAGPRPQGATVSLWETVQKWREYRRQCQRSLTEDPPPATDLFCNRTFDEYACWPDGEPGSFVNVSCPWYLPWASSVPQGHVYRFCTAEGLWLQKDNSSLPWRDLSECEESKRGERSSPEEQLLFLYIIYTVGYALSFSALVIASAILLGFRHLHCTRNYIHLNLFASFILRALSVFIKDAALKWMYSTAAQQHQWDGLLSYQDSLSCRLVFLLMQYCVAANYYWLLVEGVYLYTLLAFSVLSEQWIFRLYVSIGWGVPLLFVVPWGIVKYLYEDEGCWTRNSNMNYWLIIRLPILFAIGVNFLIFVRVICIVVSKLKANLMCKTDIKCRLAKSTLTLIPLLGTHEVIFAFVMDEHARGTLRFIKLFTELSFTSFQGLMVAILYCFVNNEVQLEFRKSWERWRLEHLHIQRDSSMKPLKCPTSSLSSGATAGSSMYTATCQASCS
GLP1R inv ag: qHTS of GLP-1 Receptor Inverse Agonists (Inhibition Mode) | Potency, µM (titrated, usually from 38.3 µM), for the others: at the highest dose activity change, negative = inhibition, hits mostly inhibitors | HEK293 GLP-1R CRE-luciferase, luminescence, 24 h; GLP-1R form is constitutively active | actives 1.6% (n = 410,000) | Glucagon-like peptide 1 receptor (Homo sapiens), P43220; also: potency is read from the fitted curve at half-maximal effect; % is scaled to controls: 0 for no effect and ±100 for the full control effect; nearly all actives have a fitted effect of over 55% in size
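Luminescence readout: a drop in cAMP-driven luciferase signal flags inverse agonism at a constitutively active GLP-1R stably expressed in HEK293. Compound exposure lasted 24 hr at 37 deg C, 5% CO2.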
Abeta rescue: qHTS for compounds that reverse cellular toxicity of Amyloid beta (A-beta) peptide in yeast: Primary Screen; Potency, µM (titrated, usually from 46.1 µM), for inactives: top-dose growth rescue, most hits filed as activators; yeast expressing A-beta42, growth rescue, OD600, 48 h; response scale: 0% DMSO, 100% iron-clioquinol control; actives 0.063% (n = 410,000); also: potency is read from the fitted curve at half-maximal effect; nearly all actives have a fitted effect of over 55% in size
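Yeast growth medium received pinned compounds, then yeast cells expressing toxic A-beta were added; plates incubated at 30 C for 48 hr. Growth read as absorbance at 600 nm, normalized to DMSO and equimolar FeCl3 plus clioquinol controls.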
Akt phos inh: HTS Assay for Inhibitors of Akt Phophorylation: Primary Screen. Neuro2A IGF-stimulated pAkt S473 HTRF, 20 min; stronger effect = lower value. activity change, % for hits at 50 µM. actives 0.32% (n = 360,000). AID 651550, 2012; in the data active = activity change below about -80%; inconclusive = mostly about -51% to -80%; also: % is scaled to controls: 0 for no effect and ±100 for the full control effect
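Neuro2A cells in DMEM with 0.5% FBS, overnight at 37 deg C, given compound at single 50 µM final, then IGF (6 nM final) for 20 min at 37 deg C. Lysed; phospho-Akt Ser473 by HTRF after 24 h, 665/615 ratio.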
FUS yeast rescue: qHTS for Suppressors of FUS Proteinopathy: Primary screen using FUS-linked yeast assay; S. cerevisiae FUS-expressing, growth rescue, OD600, 24 h; Potency, µM (top dose mostly 76.6 µM), for inactives: at the highest dose growth rescue (activation), most hits filed as activators; actives 0.24% (n = 390,000); AID 1347120, 2019;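 also: potency is read from the fitted curve at half-maximal effect; plate controls were DMSO vehicle for no effect and reference control for full effect; nearly all actives have a fitted effect of over 55% in size; some results filed as inactive show a strong effect at the top dose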
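S. cerevisiae expressing FUS from galactose induction served as the toxicity model. Growth after 24hr at 30C, read as absorbance at 600 nm, indicates suppression of toxicity; compounds dosed at several concentrations.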
D3 antag: qHTS of D3 Dopamine Receptor Antagonist: qHTS; D3R cells, DiscoveRx beta-arrestin luminescence, antagonist mode; stronger effect = lower value; actives 2.5% (n = 360,000); max response, negative = inhibition, %; D(3) dopamine receptor (Homo sapiens), P35462; in the data active = max response below about -50%; inconclusive = no clear call, values can overlap the other calls; also: % is scaled to controls: 0 for no effect and ±100 for the full control effect; mostly tested at two doses, the higher about 12 µM
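Cells plated overnight at 1500 cells/well, then exposed to library compounds with dopamine controls for 90 minutes at 37 degrees C. DiscoveRx reagent added for 30–60 minutes at room temperature; luminescence read, quantitative HTS format.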
PTHR1 ag: qHTS for PTHR1 Agonists: Primary Screen; Parathyroid hormone/parathyroid hormone-related peptide receptor (Homo sapiens), Q03431; HEK293 GP2 PTHR1 cells, GloSensor cAMP luminescence, 1 h; Potency, µM (titrated, usually from 115 µM), inactives show at the top dose activation, usual class: activators; actives 0.075% (n = 410,000); AID 743266, 2014; also: potency is read from the fitted curve at half-maximal effect; nearly all actives have a fitted effect of over 55% in size; some results filed as inactive show a strong effect at the top dose; inactives centre near -15; many of its hits are not listed in these tables
Target sequence (Q03431 whole entry, looked up): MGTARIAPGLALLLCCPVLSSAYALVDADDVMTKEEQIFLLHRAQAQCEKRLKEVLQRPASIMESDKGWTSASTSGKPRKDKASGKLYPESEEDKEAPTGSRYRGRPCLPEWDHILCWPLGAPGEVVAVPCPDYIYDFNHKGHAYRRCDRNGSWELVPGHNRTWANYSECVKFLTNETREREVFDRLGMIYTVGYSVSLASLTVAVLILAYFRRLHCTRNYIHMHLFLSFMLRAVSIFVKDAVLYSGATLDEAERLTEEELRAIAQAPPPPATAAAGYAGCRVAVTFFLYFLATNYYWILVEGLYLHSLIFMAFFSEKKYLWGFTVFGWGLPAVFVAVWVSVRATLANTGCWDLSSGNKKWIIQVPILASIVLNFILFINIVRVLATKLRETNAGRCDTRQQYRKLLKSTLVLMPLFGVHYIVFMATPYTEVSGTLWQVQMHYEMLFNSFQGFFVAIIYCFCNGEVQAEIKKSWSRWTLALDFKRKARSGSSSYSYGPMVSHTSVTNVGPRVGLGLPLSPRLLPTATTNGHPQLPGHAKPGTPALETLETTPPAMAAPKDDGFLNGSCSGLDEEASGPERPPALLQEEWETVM
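HEK-293-derived GP2 cells expressing PTHR1 and a GloSensor cAMP reporter, 3,000/well, plated overnight, given luciferin plus IBMX (each 0.5 mM as added) for 1 h at 37 °C, then compound for 1 h at 37 °C. Luminescence was read after 15 min at room temperature.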
TDP-43 yeast inh: qHTS of TDP-43 Inhibitors. TDP-43 expressing yeast growth rescue, BacTiter-Glo, 24 h. Potency, µM (titrated, usually from 46.1 µM), for inactives: top-dose growth rescue (activation), actives largely listed as activators. actives 1.8% (n = 410,000); also: potency is read from the fitted curve at half-maximal effect; % of control where 0% means no effect; nearly all actives have a fitted effect of over 50% in size
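Galactose-induced TDP-43 yeast, OD600=0.02, compound pinned; 24 hr, 30 deg C; BacTiter-Glo luminescence for growth. Inhibitors of TDP-43 toxicity read as activators.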
aSyn yeast inh: qHTS of alpha-syn Inhibitors; Potency, µM (series often up to 46.1 µM), for inactives: at the top dose growth rescue (activation), hits mostly activators; Yeast expressing alpha-synuclein, growth rescue, BacTiter-Glo, 24 h; actives 0.14% (n = 370,000); also: potency is read from the fitted curve at half-maximal effect; % of control where 0% means no effect; nearly all actives have a fitted effect of over 65% in size
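Galactose-induced alpha-syn yeast (OD600=0.02, raffinose-pregrown) + pinned cpd, 24 hr, 30 deg C; growth by BacTiter-Glo luminescence. Growth restoration scores as activation.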
The depositor's hits bear a star; i = inactive; ? = inconclusive; · = not tested or not shown; [ ] = remark or other dose. Unless noted, calls follow the shape of the dose curve; as a rule, active = well fitted curve in the direction sought with a large enough effect; inconclusive = small, poorly fitted or top-dose-only effect, or another doubt; inactive = no such curve, though single readings can be large; an effect the other way counts as inactive or inconclusive. These rows are one share of the data; rates above refer to the full screens.

Every second line gives: GLP1R inv ag	TDP-43 yeast inh	aSyn yeast inh	Abeta rescue	PTHR1 ag	FUS yeast rescue	GLP-1R agonist	D3 antag	Akt phos inh
> CC(C)(C)OC(=O)C[C@@H]1C/C=C\C[C@@H](CC(=O)N(CCO)Cc2ccccc2)C(=O)NCCOC1=O
→ 6%	3%	-4%	-11%	1%	5%	0%	-123*	i
> CCc1ccc(NC(=O)CNCc2ccc(OC)c(OC)c2)cc1
→ 7%	-10%	-1%	-1%	-1%	-2%	19%	6	i
> O=C(Nc1ccc(OC(F)F)cc1)c1ccccn1
→ 17%	17%[9.22 µM]	-1%	-5%	i	-4%	4%	1	i
> COC(=O)CCCC1=CC2=C(c3ccccc3)C(=O)C(C)(OC(=O)C3CCCC3)C(=O)C2=CN1CCc1c[nH]c2ccccc12 (configuration not stated)
→ 3%	4%	-7%	4%	i	2%	-1%	4	i
> O=C(CC1(O)C(=O)N(CCc2ccccc2)c2ccccc21)c1ccco1 (configuration not stated)
→ 0%	16%	?	15%	i	22%	3%	-6	i
> COc1ccc(Cn2c(=O)[nH]c3cc(C(=O)NC4CCN(Cc5ccccc5)CC4)ccc32)cc1
→ ?	-15%	-1%	9%	-11%	22%	13%	-67*	i
> CCOc1cccc(C2C(C(=O)c3ccco3)=C(O)C(=O)N2c2nnc(C)s2)c1 (configuration not stated)
→ -6%	4%	-3%	23%	-10%	33%	0%	-12	i
> COc1ccc(C(=O)/C=C(\C)Nc2ccc3c(c2)OCO3)cc1
→ 7%	-23%	4%	6%	i	44%	5%	-22	i
> COc1ccccc1C(=O)COC(=O)c1cc(=O)[nH]c2ccccc12
→ 34%[activator]	-25%	10%	3%	-8%	-14%	9%	2	i
> O=C(COC(=O)COc1ccccc1)Nc1ccc(Br)cc1Br
→ 10%	14%	-10%	14%	-23%	-3%	0%	-19	i
> CC(C)NC(=S)NC(=O)/C=C/c1ccc(F)cc1
→ ?	27%	-8%	-3%	i	-11%	-2%	-7	i
> COC(=O)c1ccc(NC(=O)CN2C(=O)C3C4C=CC(C4)C3C2=O)cc1 (configuration not stated)
→ -23%	-1%	0%	-10%	10%[57.5 µM]	9%	34%	-12	i
> COc1ccc(-c2csc(NC(=O)Cc3ccccc3)n2)cc1OC
→ 1%	?	0%	4%	i	7%	-1%	61	i
> Cc1ccc(O)c(N=Cc2cc(Cc3ccccc3)cc([N+](=O)[O-])c2O)c1
→ ?	-94%[inhibitor]	-69%[inhibitor]	-94%[inhibitor]	i	30%	-2%	?	i
> Cc1ccc(S(=O)(=O)NCC(=O)N(c2ccccc2)C(C(=O)NCc2ccccc2)c2ccco2)cc1 (configuration not stated)
→ ?	-13%	0%	2%	i	·	-2%	8	i
> S=c1nn[nH]c2ccccc12
→ 0%	18%	-28%	24%	-20%	-7%	7%	-20	i
> COc1ccc(OC)c(CCNC(=O)c2cc3c(=O)n(C)c4ccccc4c3n2C)c1
→ -2%	?	·	-6%	-24%	?	0%	·	·
> COc1ccc(-c2cn3ccsc3n2)cc1
→ -9%	-8%	-9%	-24%	-20%	21%	-2%	-7	i
> CCCCNC(=O)c1onc(CSc2ccc(F)c(F)c2)c1C(=O)NCCCC
→ 2%	21%	-2%	8%	-8%	25%	-1%	-4	i
> CCN(CC)S(=O)(=O)c1cc(C(=O)Nc2cc(Cl)ccc2N2CCN(C)CC2)ccc1Cl
→ -16%	1%	·	2%	-17%	-7%	18%	-25	·
> Cc1cc(Br)ccc1NC(=O)CCN1C(=O)c2ccncc2C1=O
→ -12%	-7%	0%	-1%	-22%[57.5 µM]	15%	-9%	0	i
> CC(C)COc1ccc(-c2nn(-c3ccccc3)cc2C(=O)Nc2nccs2)cc1
→ ?	6%	2%	17%	i	41%	-4%	41	i
> Cc1ccc(S(=O)(=O)c2cc3ccccc3oc2=Nc2ccc3c(c2)OCCO3)cc1
→ 2%	5%	-2%	5%	-18%	·	13%	-10	i
> O=C(O)CCC(=O)N1CCc2cc(S(=O)(=O)N3CCC(Cc4ccccc4)CC3)ccc21
→ -7%	12%	-3%	3%	-34%[inhibitor]	-23%	4%	9	i
> O=C(Nc1nnc(CSCc2ccc(Cl)cc2)s1)c1cccc([N+](=O)[O-])c1
→ 8%	9%	-5%	-5%	-28%	8%	7%	-9	i
> CCNC(=O)C1(C)CCCN(C(=O)c2cccnc2Oc2ccccc2)C1 (configuration not stated)
→ 10%	21%	-2%	10%	-19%	5%	-4%	0	i
> NCCNc1ccc2nnnn2n1
→ -8%[7.66 µM]	-21%	-24%	6%	i	-5%	-1%	-20	i
> CC(C)CCN1CCC(C)(NC(=O)c2ccccc2)C1=O (configuration not stated)
→ -2%	-10%	-4%	-7%	-1%	-21%	9%	-16	i
> S=C(N/N=C1\C2CN3CCN(C2)CC1(c1ccccc1)C3)Nc1ccccc1
→ ?	-9%	-2%	-3%	i	·	4%	8	i
> Cc1cccc(CNC(=O)Nc2nnc([C@@H]3C[C@H](O)[C@@H](CO)O3)s2)c1
→ 24%	23%	0%	-10%	i	-28%	6%	24	i
> O=C(NCCCn1ccnc1)c1cc(-c2ccc(Br)cc2)on1
→ -20%	-6%	-3%	-5%	-22%	-2%	-4%	0	i
> COc1ccc(S(=O)(=O)n2oc(=O)cc2-c2ccccc2)cc1OC
→ 7%	14µM*	?	-34%[inhibitor]	-3%[57.5 µM]	25%	0%	14	i
> Cc1cc(Cl)ccc1OCc1nc(-c2ccc(O)cc2)n[nH]1
→ ?	24%	-5%	21%	-17%	15%	7%	?	i
> Cc1cccc(CSc2nnc(NC(=O)c3ccco3)s2)c1
→ 4%	-20%	-6%	-16%	i	-14%	5%	?	i
> N#C/C(=C\c1cccn1S(=O)(=O)c1cccc([N+](=O)[O-])c1)S(=O)(=O)c1ccc(F)cc1
→ 22%	12%	-13%	-3%	-56%[inhibitor]	41%	-3%	-29	i
> Cc1ccc(NCc2ccc(O)c3ncccc23)cc1
→ -17%	-6%	-17%	-12%	-3%	14%	0%	-3	i
> CNC(=O)c1cc(C(=O)c2ccc(C(F)(F)F)cc2)c[nH]1
→ 41%[activator]	-20%	-3%	-16%	-74%[inhibitor]	27%	11%	-23	i
> COc1ccc(C/C(N)=N/OC(=O)Cc2ccccc2)cc1
→ -2%	16µM*	-2%	-12%	i	-5%	-1%	17	i
> Cc1ccc(NC(=O)COC(=O)Cn2c(C)csc2=O)c([N+](=O)[O-])c1
→ 13%	7%	0%	8%	-1%	4%	9%	12	i
> Cc1cc(NC(=O)Nc2nnc(N3CCCCC3)s2)ccc1Br
→ 4%	25%[9.22 µM]	·	2%	i	-26%	·	·	·
> N#CCN1CCN(CCC(=O)Nc2ccc(OCc3ccccc3)cc2)CC1
→ ?	-9%	-6%	-7%	-11%[57.5 µM]	14%	1%	?	i
> COC(=O)[C@@]12C[C@@H](CC(=O)NCCC(C)C)C(=O)N(Cc3cccc4ccccc34)C1=CCC(C)(C)C2
→ ?	-1%	2%	-2%	i	14µM*	·	?	i
> COC(=O)c1cc(NC(=O)CN2CCOCC2)cc(C(=O)OC)c1
→ 0%	-16%	-7%	11%	-1%[57.5 µM]	-16%	13%	-13	·
> COc1ccc(NS(=O)(=O)c2ccc(C)c(C(=O)NNC(=O)c3ccccc3O)c2)cc1
→ ?	11%	1%	-18%	-18%	16%	-12%	7	i
> Cn1c(=O)c2c(nc(OC/C=C/c3ccccc3)n2C)n(C)c1=O
→ -2%	-9%	-5%	5%	-11%[57.5 µM]	-19%	0%	-27	i
> CC(=O)c1cccc(NC(=O)Nc2ccc3c(c2)CCC3)c1
→ -26%	-17%	-2%	-3%	-33%[inhibitor]	8%	-2%	-10	i
> CCCCn1c(N)c(N(CC(C)C)C(=O)C2CCN(S(=O)(=O)c3ccccc3)CC2)c(=O)[nH]c1=O
→ 11%	14%	5%	-1%	i	8%	0%	16	i
> CC(Oc1ccc(Br)cc1)C(=O)Nc1ccc(S(=O)(=O)NC2=NCCCCC2)cc1 (configuration not stated)
→ -71%	-19%	6%	0%	i	·	-35%[inhibitor]	0	i
> CCOC(=O)c1ccc(CNC(=O)C2CCC(=O)N(Cc3cccc(OC)c3)C2)o1 (configuration not stated)
→ 2%	-2%	1%	-18%	i	·	5%	-2	i
> Cc1ccc([N+](=O)[O-])cc1N(CC(=O)NC1CCCC1)S(C)(=O)=O
→ -6%	15%	-16%	11%	i	-5%	3%	-9	i
> Nc1nc(SCC(=O)N2N=C3/C(=C/c4ccco4)CCCC3C2c2ccco2)n[nH]1 (configuration not stated)
→ 36%[activator]	1%	-2%	9%	i	39%	3%	12	i
